CTSL1 counter: blocks F. hepatica cathepsin L1 in PFM18AAP counter-screen; recombinant F. hepatica cathepsin L1, Z-Leu-Arg-MCA fluorescence; inhibition, % at 5.96 µM; actives 0.49% (n = 300,000); AID 1906;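 active means inhibition above the mean of all tested compounds plus 3 SD, set per screening campaign, cut at about 17% in these data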;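 further: 0% = plate median of test compound wells and 100% = 1 µM Z-Phe-Ala-diazomethylketone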
AHR activator: activators of human aryl hydrocarbon receptor | P35869 | AHR-responsive luciferase reporter cells, luminescence | activation, % at 5 µM | actives 2.5% (n = 320,000); in the data active means activation above about 47%;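 further: 0% = vehicle wells and 100% = reference agonist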
PP5 primary: inhibitors of human protein phosphatase 5 (PP5); P53041; purified PP5c, OMFP substrate fluorescence; inhibition, % at 6.7 µM; actives 0.18% (n = 320,000);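 active means inhibition above the campaign's mean inhibition across all tested compounds plus 3 SD, cut at about 9.5% in these data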;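 further: 0% = DMSO only and 100% = 100 µM cantharidin control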
core dimer inh: HCV core protein dimerization inhibition. inhibition, % at 5 µM. TR-FRET GST/Flag-core106 dimerization, 1536-well. actives 0.33% (n = 300,000);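 active means inhibition above the mean of all tested compounds plus 3 SD, set per screening campaign, cut at about 45% in these data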
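Assay system: GST-tagged and Flag-tagged HCV core protein residues 1-106 / Times: compound-protein-antibody incubation 4 h at 22.5 °C / Signal: time-resolved FRET, ex 340 nm, em 617 and 671 nm / Evaluation: % inhibition based on acceptor/donor emission ratio / Benchmarks: wells lacking GST-core106 and wells with excess unlabelled core106 / Repeats: singlicate, one well per compound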
proCasp3 act: activators of human procaspase-3; P42574; recombinant procaspase-3 D3A, Ac-DEVD-pNA absorbance 405 nm; activation, % at 8.5 µM; actives 0.11% (n = 330,000); AID 463141;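 active means activation above the mean of all tested compounds plus 3 SD, cut at about 21% in these data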;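 further: 0% = DMSO alone and 100% = DMSO wells spiked with extra 5 µM PC-3 D3A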
Target sequence (P42574 whole entry D9A/D28A/D175A): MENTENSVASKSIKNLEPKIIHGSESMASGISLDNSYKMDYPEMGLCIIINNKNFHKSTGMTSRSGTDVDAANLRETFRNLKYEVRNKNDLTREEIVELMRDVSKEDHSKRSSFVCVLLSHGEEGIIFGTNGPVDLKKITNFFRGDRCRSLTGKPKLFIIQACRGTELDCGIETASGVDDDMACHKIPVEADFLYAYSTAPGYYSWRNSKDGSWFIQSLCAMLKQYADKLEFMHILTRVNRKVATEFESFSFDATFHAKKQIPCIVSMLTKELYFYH
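Assay system: Autoprocessing-dead procaspase-3 D3A mutant enzyme; also added: Ac-DEVD-pNA; doses: one concentration, 8.5 µM nominal, 0.8% DMSO; times: 1 h compound preincubation, 2 h substrate hydrolysis at 25 °C; technique: 405 nm absorbance of p-nitroaniline, reads at 0 and 120 min; measure: % activation between DMSO and enzyme-spiked controls; repeats: single replicate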
PP1 inh: blocks human PP1-alpha phosphatase, a PP5 counter-screen. inhibition, % at 6.7 µM. purified PP1alpha, OMFP fluorescence. P62136. actives 0.9% (n = 320,000). AID 2235;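 active means inhibition above the mean inhibition of all tested compounds plus 3 SD, computed separately for each screening campaign, cut at about 15% in these data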
Target sequence (P62136 whole entry, looked up): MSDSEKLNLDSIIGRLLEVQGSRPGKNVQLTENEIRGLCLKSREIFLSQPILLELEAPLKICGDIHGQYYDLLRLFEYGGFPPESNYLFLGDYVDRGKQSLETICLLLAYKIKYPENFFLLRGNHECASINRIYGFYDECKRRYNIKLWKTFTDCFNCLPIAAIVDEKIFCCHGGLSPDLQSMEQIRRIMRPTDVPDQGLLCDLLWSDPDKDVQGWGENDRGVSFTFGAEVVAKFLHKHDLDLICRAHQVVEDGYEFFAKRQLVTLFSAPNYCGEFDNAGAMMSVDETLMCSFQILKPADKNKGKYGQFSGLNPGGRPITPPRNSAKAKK
PAFAH2 FP inh: PAFAH2 (human) inhibition; Q99487; recombinant PAFAH2, FP-rhodamine activity probe, fluorescence polarization; inhibition, % at 3.39 µM; actives 0.99% (n = 340,000);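 active means inhibition above the mean over all tested compounds plus 3 SD, cut at about 30% in these data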;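 further: inhibitors block probe labeling of enzyme so polarization drops; 0% = enzyme with DMSO and 100% = wells lacking PAFAH2 protein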
proCasp7 act: counter-screen: procaspase-7 (human) activation; P55210; recombinant procaspase-7, Ac-DEVD-pNA absorbance 405 nm; D23A/D198A/D206A triple mutant, cannot self-cleave; scale: DMSO 0, 5 µM enzyme 100; activation, % at 8.5 µM; actives 0.093% (n = 330,000);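 active means percent activation above the screen-wide mean plus 3 SD, cut at about 25% in these data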
Target sequence (P55210 whole entry D23A/D198A/D206A): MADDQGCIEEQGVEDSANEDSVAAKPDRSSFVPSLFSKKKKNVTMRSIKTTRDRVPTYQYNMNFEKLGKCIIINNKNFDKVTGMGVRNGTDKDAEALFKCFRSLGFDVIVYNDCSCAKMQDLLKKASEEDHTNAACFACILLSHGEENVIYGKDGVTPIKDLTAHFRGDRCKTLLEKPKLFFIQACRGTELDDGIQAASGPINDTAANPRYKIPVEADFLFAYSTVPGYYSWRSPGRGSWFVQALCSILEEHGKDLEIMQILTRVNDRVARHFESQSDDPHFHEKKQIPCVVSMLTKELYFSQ
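Detection: p-Nitroaniline absorbance at 405 nm, read at 0 and 120 min; system: Uncleavable procaspase-7 mutant enzyme; evaluation: % activation from two-timepoint absorbance difference, scaled to controls; times: 1 h enzyme–compound preincubation and 2 h substrate reaction, both 25 °C; buffer or medium: Zinc-free HEPES pH 7.4 with 300 mM NaCl, 0.01% Triton X-100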
TPT1 inh: blocks Candida albicans tRNA 2'-phosphotransferase | recombinant caTPT1, FP RNA substrate dephosphorylation | inhibition, % at 5 µM | actives 0.81% (n = 300,000) | AID 1962;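 active means inhibition above the mean of all tested compounds plus 3 SD, set per screening campaign, cut at about 24% in these data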;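 further: plate controls were DMSO alone for no effect and ferristatin control at 100 nM for full effect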
The depositor's hits bear a star; . = not tested or not shown.

SMILES	CTSL1 counter	AHR activator	PP5 primary	core dimer inh	proCasp3 act	PP1 inh	PAFAH2 FP inh	proCasp7 act	TPT1 inh
O=C(NCc1ccc2c(c1)OCO2)C1CC(=O)N(C2CCCCCC2)C1 (stereo not given)	0	-2	1.5	-6	3	-3	9	17	3
COc1ccc2nc(SCC(=O)O)nc(C)c2c1	4	9	-4.4	0	-2	-4	-3	-5	2
COCCn1c(SCC(=O)Nc2cc(C)on2)nnc1-c1ccco1	2	-4	-1.3	2	5	2	2	9	-1
Cc1cccc(NC(=O)CN2C(=O)CNC2=O)c1	-4	0	-0.3	-6	-2	-3	2	5	2
Cc1sc(NC(=O)C2CSC3(C)CCC(=O)N23)nc1-c1ccc(F)cc1 (stereo not given)	-1	151*	-0.7	10	-3	2	-2	-3	1
Cc1ccc(Cn2ccc(NC(=O)c3cc(-c4ccco4)on3)n2)cc1	1	-2	1.0	9	1	4	-36	-1	7
CN(CC(=O)Nc1ccc(F)cc1)c1ccc(S(=O)(=O)N2CCCCC2)cc1[N+](=O)[O-]	0	-2	2.0	8	-14	2	-5	5	2
Cc1ccc2c(Cl)c(C(=O)NCc3cccnc3)sc2c1	4	6	11*	3	6	0	-2	2	-2
Cn1c(SCc2nc3ccccc3c(=O)[nH]2)nc2ccccc21	-1	61*	1.2	4	0	2	2	1	-6
Cc1ccc(-c2cn(CCN)c(-c3ccncc3)n2)cc1	-2	13	1.5	-3	5	-1	2	3	-3
O=[N+]([O-])c1ccc(OCCCCCN2CCOCC2)cc1	0	-2	-1.4	-1	-3	-2	4	3	-3
COc1ccc(-c2noc(CN3C(=O)c4ccccc4C3=O)n2)cc1	0	-2	-1.6	2	0	3	11	3	-2
COc1ccc(Nc2nc(N)nc(CSC(=S)N3CCOCC3)n2)cc1	2	27	0.5	11	0	-4	-2	0	2
O=C(c1ccccc1/S(=N/S(=O)(=O)c1ccccc1)N1CCOCC1)N1CCOCC1 (stereo not given)	-1	-1	2.9	1	-2	-8	-8	4	1
Cc1cccc(C(=O)NCC(=O)N2CCCCCCC2)c1	.	6	-1.2	.	6	-3	2	-6	.
CC(=O)Nc1ccc(S(=O)(=O)NCc2nnnn2-c2ccc(F)cc2)cc1	2	-2	3.9	-4	3	-5	3	-1	0
COc1ccc(C(=O)NCC(C)(C)N2CCOCC2)cc1S(=O)(=O)N1CCCC1	.	0	0.5	.	8	7	-7	9	.
O=C1CCc2cc(NS(=O)(=O)c3ccc([N+](=O)[O-])cc3)cc3c2N1CCC3	3	-1	1.0	-1	-3	-2	1	4	-2
O=C(CSc1cn[nH]n1)Nc1cccc(C(=O)O)c1	-3	-2	-0.5	9	-26	1	3	-24	-1
COCCN(CC(=O)Nc1cccc(C)c1)S(=O)(=O)c1ccc(S(=O)(=O)N2CCCC2)cc1	1	-2	1.1	8	4	2	-6	4	-4

The closing 2 entries of the part before are carried over, then new ones follow:
SMILES	CTSL1 counter	AHR activator	PP5 primary	core dimer inh	proCasp3 act	PP1 inh	PAFAH2 FP inh	proCasp7 act	TPT1 inh
O=C(CSc1cn[nH]n1)Nc1cccc(C(=O)O)c1	-3	-2	-0.5	9	-26	1	3	-24	-1
COCCN(CC(=O)Nc1cccc(C)c1)S(=O)(=O)c1ccc(S(=O)(=O)N2CCCC2)cc1	1	-2	1.1	8	4	2	-6	4	-4
COc1ccc(OCCCc2c(C)n[nH]c2C)cc1	0	-2	0.9	2	4	-3	5	-1	-7
CCCc1cc(=O)oc2cc(OCC(=O)NCCCn3ccnc3)c(Cl)cc12	2	3	2.2	-1	13	0	2	-6	-3
CC(C)n1c(O)c(N=NC(=O)Cn2ccc(C(F)(F)F)n2)c2ccccc21	2	13	-1.3	6	0	5	-1	1	2
O=C(/C=C/c1cccc(Cl)c1)Nc1ccncc1	3	-7	2.0	-2	-6	0	0	-14	-1
Cc1cc(NC(=O)COC(=O)c2oc3c(ccc4ccccc43)c2C)no1	-2	10	-1.2	1	-2	-1	-12	12	-2
O=c1c2c(nc3cc(-c4ccccc4)[nH]n13)CCS2	1	19	3.5	-11	5	1	43*	7	-1
O=C(CSc1nnc(CNC(=O)c2ccccc2)o1)NCC1CCCO1 (stereo not given)	2	15	0.2	-2	5	-5	-6	2	0
CC(=O)Nc1ccc(SCC(=O)O)cc1	-3	1	1.9	3	6	-4	0	-5	-1
O=C(OCC#CCSc1nnc(-c2cccc3ccccc23)o1)c1ccc(F)cc1	.	-2	.	.	2	.	-2	16	.
CCC(C)NS(=O)(=O)c1ccc(S(=O)(=O)N2CCCC3(CCCCC3)C2)cc1 (stereo not given)	-2	0	6.6	8	-3	12	3	-8	0
Cc1ccc(NS(=O)(=O)c2cc([N+](=O)[O-])ccc2NNC(=S)Nc2cc(C)ccc2C)c(C)c1	5	1	7.2	25	-3	3	17	-18	8
CC(=O)Nc1ccc(S(=O)(=O)NCC(=O)OCC(=O)N2CCN(c3ccccc3)CC2)cc1	-10	-3	1.7	5	1	-2	3	-4	-3
O=C(c1ccco1)N1CCN(c2nc3ccccc3n3nnnc23)CC1	4	14	2.1	15	-3	0	2	5	-15
CCOc1cc(-c2cc(-c3ccc(N)cc3)nc(N)c2C#N)ccc1O	11	27	3.1	26	7	2	6	7	9
Cc1cc(C)n2nc(SCC(=O)Nc3ccc(F)cc3[N+](=O)[O-])nc2n1	.	3	.	.	7	.	-5	-3	.
COc1ccc(CCNC(=O)COC(=O)c2cc(S(=O)(=O)NCc3ccccc3)ccc2O)cc1OC	1	3	0.5	-1	-7	0	-5	-1	-2
O=C(Nc1ccc2c(c1)OCO2)C1CC(=O)N(CCc2ccccc2)C1 (stereo not given)	4	12	-1.3	5	8	-2	6	1	-5
O=C(NNC(=O)c1ccc([N+](=O)[O-])cc1)c1ccc(F)cc1	4	-2	0.7	-12	-7	1	4	-6	-2
O=C(NC(=O)N1CCN(c2ccccc2F)CC1)c1ccccc1	3	-3	0.7	1	3	-1	-2	2	3
CCCS(=O)(=O)N1CCN(C(=O)COc2ccc(OC)cc2)CC1	5	1	2.0	-8	4	-4	-8	6	-3

Two successive records from above, quoted:
SMILES	CTSL1 counter	AHR activator	PP5 primary	core dimer inh	proCasp3 act	PP1 inh	PAFAH2 FP inh	proCasp7 act	TPT1 inh
Cc1cc(NC(=O)COC(=O)c2oc3c(ccc4ccccc43)c2C)no1	-2	10	-1.2	1	-2	-1	-12	12	-2
O=c1c2c(nc3cc(-c4ccccc4)[nH]n13)CCS2	1	19	3.5	-11	5	1	43*	7	-1

Following part:
SMILES	CTSL1 counter	AHR activator	PP5 primary	core dimer inh	proCasp3 act	PP1 inh	PAFAH2 FP inh	proCasp7 act	TPT1 inh
C=CCOc1ccc(C=NNc2ccc(S(=O)(=O)Nc3ccccc3C(=O)O)cc2[N+](=O)[O-])cc1OC	.	-1	.	.	-4	.	13	1	.
COc1ccc(/C(C#N)=C/c2c(-c3ccc(Cl)cc3)nc3c(C)cccn23)cc1	-1	2	-1.6	11	1	-3	-3	-6	0
COc1ccc(Cl)cc1NC(=O)CCc1nnc2ccc(N3CCN(C)CC3)nn12	8	2	0.9	2	6	-2	-4	3	0
Cc1nc(NCc2ccccc2)c2cc[nH]c2n1	-2	6	-1.5	3	1	0	-2	9	-4
Cc1ccc(NC(=S)NC(=O)c2ccc(-c3ccccc3)cc2)cc1	3	1	2.8	4	-6	-4	3	9	0
Cc1ccc(S(=O)(=O)N2CCC(C(=O)Nc3nnc(-c4ccc(F)cc4)s3)CC2)cc1	-2	10	0.3	-5	9	-1	3	-4	-2
CN(CC(=O)Nc1cccc2ccccc12)c1ccc(S(=O)(=O)N2CCOCC2)cn1	5	8	0.1	-4	-7	1	6	-12	1
COc1ccc(CCNC(=O)CSc2nnc(Cc3csc(N)n3)n2C)cc1OC	-4	0	3.9	-2	2	-2	-6	7	-1
CCc1nc2ccc(C(=O)N3CCN(c4cccc(Cl)c4)CC3)cc2nc1CC	2	1	3.4	14	9	-2	2	-5	3
O=C(CSc1nnnn1-c1ccc(C(=O)O)cc1)NC1CC1	-1	1	1.8	-4	6	0	-7	7	0
CC(CCc1ccccc1)NC(=O)Cc1ccc([N+](=O)[O-])cc1 (stereo not given)	1	-2	0.3	-6	-8	0	-3	0	2
Cc1cc(C(F)F)n2nc(C(=O)Nc3ccc(S(=O)(=O)N4CCCCCC4)cc3)nc2n1	0	-1	-2.3	23	1	1	-6	6	0
CCOC(=O)c1c(-c2ccc(-c3ccccc3)cc2)csc1NC(=O)CCC(=O)O	0	-2	1.2	6	7	13	2	7	0
CCC(C#CCN1CCCCC1)(CC)OCCC#N	1	1	-1.8	-4	9	-2	-7	13	0
CCn1ccnc1CNC(=O)CC1C(=O)NCCN1Cc1ccc(F)cc1Cl (stereo not given)	-4	9	1.9	-6	1	4	6	6	-4
CCCn1c(CCl)nc2cc(S(=O)(=O)N3CCOCC3)ccc21	.	2	.	.	1	.	-4	-6	.
C/C(=N\NC(=O)C(=O)Nc1c(C)n(C)n(-c2ccccc2)c1=O)c1ccc(Cl)s1	1	-3	-0.6	-1	8	-5	5	-1	0
Cc1cc(C)n2nc(C(=O)N/N=C/c3ccc(O)cc3)nc2n1	1	6	2.0	-3	-6	-1	13	-8	-1
Cc1cc(C(=O)NCc2cccnc2)n(-c2ccccc2)n1	5	1	3.0	0	-4	-7	3	-3	-4
COc1ccccc1/C=C1/SC(=S)N(C(C)C(=O)NC2C=CS(=O)(=O)C2)C1=O (stereo not given)	10	4	-1.9	-2	-42	12	6	-35	-1
OCCN(CCO)CC(O)COc1ccc2c(c1)OCO2 (stereo not given)	-4	2	3.4	0	7	0	13	6	2
O=C(CSc1ncn(-c2ccccc2)n1)Nc1nc2ccccc2s1	3	12	1.8	2	1	-2	-4	-19	-1
CC(=O)C1C(=O)c2c(cccc2[N+](=O)[O-])C1=Nc1cccc(Cl)c1 (stereo not given)	4	18	0.8	12	-6	0	19	-12	-1
CCN(CC)c1nc(NN)nc(Nc2ccc(C)c(Cl)c2)n1	-2	29	0.2	-2	-2	6	-3	2	0
CN(c1ccc2nc3ccccc3c(=O)n2n1)C1CCCCC1	0	-8	-0.4	-2	7	9	8	7	-5
CCc1ccc(N(C(=O)c2ccco2)C(C(=O)NC2CCCC2)c2cccnc2)cc1 (stereo not given)	2	3	-0.4	-10	-3	2	10	-19	-1
Cc1ccc(-c2nn3c(C)nnc3c3ccccc23)cc1S(=O)(=O)NCCN1CCOCC1	-3	0	-0.8	4	9	2	2	3	-4
CCOC(=O)C1CCCN(Cc2ccc(-c3ccccc3)cc2)C1 (stereo not given)	3	1	4.3	4	-5	7	-14	-2	0
COc1ccc(CNC(=O)C(c2ccncc2)N(C(=O)Cc2cccs2)c2ccccc2C)cc1 (stereo not given)	3	6	-8.4	-11	-7	11	4	-1	-4
C/C(=N\NC(=O)NC1CCCCC1)C1CCCCC1	2	3	0.6	-3	12	-1	-5	7	3
Cc1ccc(/C=C/C(=O)O)cc1S(=O)(=O)NCCCO	1	0	3.0	-11	-6	-1	0	-5	-7

High-throughput results (PubChem)
